# ALOX12 inh: Primary qHTS assay for inhibitors of human arachidonate 12S-lipoxygenase (ALOX12): Round 2 | Polyunsaturated fatty acid lipoxygenase ALOX12 (Homo sapiens), P18054 | purified 12hLO, xylenol orange hydroperoxide absorbance | Potency, µM (titrated, usually from 108 µM), without a hit: top-dose activity change, negative = inhibition, hits mostly inhibitors | 1.1% of 580,000 active | AID 1671190, 2021; active = well fitted inhibition curve with a large enough effect; inconclusive = small, poorly fitted or top-dose-only effect, or another doubt; inactive = no such curve, though single readings can be large or run the other way; also: potency is read from the fitted curve at half-maximal effect
# Target sequence (P18054 whole entry, looked up): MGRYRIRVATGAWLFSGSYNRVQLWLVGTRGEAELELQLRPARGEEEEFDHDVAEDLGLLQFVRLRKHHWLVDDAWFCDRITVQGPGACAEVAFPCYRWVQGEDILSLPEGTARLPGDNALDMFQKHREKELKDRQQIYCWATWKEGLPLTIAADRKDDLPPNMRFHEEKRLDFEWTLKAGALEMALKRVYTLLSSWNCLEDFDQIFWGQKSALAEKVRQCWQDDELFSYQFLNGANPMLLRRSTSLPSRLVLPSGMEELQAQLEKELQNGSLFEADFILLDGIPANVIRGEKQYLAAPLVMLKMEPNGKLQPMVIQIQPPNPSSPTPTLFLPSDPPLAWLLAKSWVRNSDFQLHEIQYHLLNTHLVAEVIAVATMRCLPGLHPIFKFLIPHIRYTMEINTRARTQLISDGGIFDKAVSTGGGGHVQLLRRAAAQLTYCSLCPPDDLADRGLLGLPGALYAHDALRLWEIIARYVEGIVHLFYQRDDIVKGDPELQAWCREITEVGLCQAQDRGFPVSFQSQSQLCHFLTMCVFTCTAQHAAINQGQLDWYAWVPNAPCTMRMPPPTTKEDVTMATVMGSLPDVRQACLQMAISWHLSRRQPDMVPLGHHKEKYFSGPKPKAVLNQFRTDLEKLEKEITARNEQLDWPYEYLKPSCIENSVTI
#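 Purified human 12hLO at 150 nM in 25 mM Hepes, 0.01% Triton X-100, pH 7.0, preincubated 15 min at room temperature with compound. Reaction started with 40 uM arachidonic acid, 30 min at room temperature. Hydroperoxide measured by Fe-xylenol orange, 573/405 nm absorbance ratio.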
# LDHA inh: qHTS assay for inhibitors of human lactate dehydrogenase; purified LDHA, NADH/diaphorase-resazurin fluorescence; hits give low values; L-lactate dehydrogenase A chain (Homo sapiens), P00338; 0.15% of 480,000 active; activity change, % (values are at about 110 or 230 µM); in the data active = activity change below about -30%; inconclusive = mostly about -25% to -30%;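 also: plate controls were DMSO wells for no effect and wells without enzyme for full effect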
#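 Human LDH5 at 2 nM final in Tris HCl pH 7.4 with 0.06 mM NADH and 0.2 mM pyruvate, reacted 5 minutes at room temperature. Remaining NADH coupled via diaphorase/resazurin; resorufin fluorescence read at 0 and 20 minutes, normalized to enzyme-free and DMSO wells.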
# An asterisk follows results filed as active; ? = inconclusive; [ ] = dose if it differs, or a comment. Unless noted, % is scaled to controls: 0 for no effect and ±100 for the full control effect. These rows are one share of the data, so the mix of outcomes need not match the whole.
# A first look:
no.	compound	ALOX12 inh	LDHA inh
1	CC(C)c1ccc(Cn2c(C3CC(=O)N(C(C)(C)C)C3)nc3ccccc32)cc1 (configuration not stated)	-13%	3
2	Cn1c(=O)c2c(ncn2CC(=O)NCc2ccco2)n(C)c1=O	?	4
3	O=C(CCc1ncc(-c2ccc(Cl)cc2)o1)N1CCC(C(=O)N2CCOCC2)CC1	-8%	5
4	COC(=O)c1ccc(NC(=O)CSc2nncc3ccccc23)cc1	2%	0
5	O=C(c1cc(Cl)c2c(c1)OCCO2)N1CCSc2ccccc21	1%	3

# Results, from the start:
no.	compound	ALOX12 inh	LDHA inh
1	CC(C)c1ccc(Cn2c(C3CC(=O)N(C(C)(C)C)C3)nc3ccccc32)cc1 (configuration not stated)	-13%	3
2	Cn1c(=O)c2c(ncn2CC(=O)NCc2ccco2)n(C)c1=O	?	4
3	O=C(CCc1ncc(-c2ccc(Cl)cc2)o1)N1CCC(C(=O)N2CCOCC2)CC1	-8%	5
4	COC(=O)c1ccc(NC(=O)CSc2nncc3ccccc23)cc1	2%	0
5	O=C(c1cc(Cl)c2c(c1)OCCO2)N1CCSc2ccccc21	1%	3
6	Cc1ccccc1CN1CCCN(Cc2nnsc2Cl)CC1	7%	0
7	CC(C)(O)C#Cc1ccc(CNC[C@H]2O[C@@H](n3cnc4c(=O)[nH]c(N)nc43)[C@H](O)[C@@H]2O)s1	14%	-1
8	O=C(Nc1ccc(C23CC4CC(CC(C4)C2)C3)cc1)c1ccc(Cl)cc1Cl	13%	1
9	CC1(C(=O)Nc2ccc3c(c2)OCO3)CCN1Cc1cccc2c1OCO2 (configuration not stated)	-20%	5
10	CCCc1ccc(-c2c(C)sc(NC(=O)c3ccc(C)s3)c2C#N)cc1	-15%	-2
11	COc1ccc(N2C(c3cc(OC)cc(OC)c3)=Cc3ccccc3C2CC(C)=O)cc1 (configuration not stated)	?	9
12	CC(=O)N1CCC(C(=O)N2CCN(c3cccc(Cl)c3)CC2)CC1	0%	4
13	CC(=O)OC1CCN(CCc2ccccc2)C(C)C1C (configuration not stated)	?	1
14	CCOc1ccc(CNCC2CCCO2)cc1OCC (configuration not stated)	10%	1
15	CC(=O)Nc1ccc(NC(=O)COc2ccc3c(=O)c(-c4ccccc4)c(C)oc3c2)cc1	3%	0
16	CCOC(=O)c1sc(Nc2cccc(C)c2)nc1C	?	3
17	COc1ccc(CN(C(=O)c2ccc(Cl)cc2F)C2CC2)c(OC)c1	-2%	20
18	COc1ccc(N(Cc2cccs2)C(=O)Cn2nnc(-c3ccccc3C)n2)cc1	0%	10
19	Cc1cccc(NC(=S)N(CCC#N)c2ccc(F)cc2)c1	4%	-13
20	N#Cc1c(SCC(=O)NCCc2ccccc2)nc(N2CCOCC2)c2c1CCCC2	-20%	-31*
21	COc1ccc2[nH]cc(CCn3ccc4c(cnc5ncnn54)c3=O)c2c1	-51%	-2
22	O=C(Nc1nnc(-c2ccncc2)s1)C(=O)c1c[nH]c2ccccc12	-30%	6
23	O=C(O)C1CCCCN1C(=O)c1ccc(Cl)c(S(=O)(=O)N2CCCCC2)c1 (configuration not stated)	-27%	4
24	Cn1cc(C(=O)CN2C(=O)COc3ccc(Cl)cc32)c2ccccc21	?	-2
25	CCOc1cc(C)c(C(C)C)cc1S(=O)(=O)Nc1cccnc1	16%	11
26	CCCN1CCN(c2nnc(-n3cccc3CNCc3ccc(OC)cc3OC)s2)CC1	87%	8
27	C[N+]1(CC(=O)OCCCC2CCCCC2)CCOCC1	11µM*	2
28	CCc1cc(=O)oc2c(C)c(OC(C)C(=O)NCc3ccccn3)ccc12 (configuration not stated)	11%	0
29	Cc1c(-c2ccccc2)oc2c(C(=O)OCC(=O)NC(=O)NC(C)C)cccc2c1=O	15%	1
30	Cc1cc(C)nc(NNc2ccc([N+](=O)[O-])cc2)n1	?	32
31	CCOC(=O)C(=NNc1ccc(C)cc1)C(=O)OCC	?	1
32	Cc1nn2c(SCC(=O)NCc3ccccc3Cl)nc3ccccc3c2nc1=O	4%	-10
33	Cc1ccc(Nc2nc(NCc3ccco3)nc3c2cnn3-c2ccccc2)cc1C	-21%	4
34	NC(=O)c1c(NC(=O)CSc2ccccn2)sc2c1CCCC2	?	11
35	Cc1ccc2nc(/C(C#N)=C\c3ccccc3)[nH]c2c1	?	3
36	CC1(Oc2ccc(-n3ccnc3)cc2)CCN(Cc2cccn2-c2nccs2)C1 (configuration not stated)	-4%	-5
37	CCC(=O)Nc1nc2c(C)cc(NS(=O)(=O)c3cc(F)ccc3F)cc2s1	?	10
38	Cc1cccc(-n2nnnc2SCCCn2c(=O)c3c(ncn3C)n(C)c2=O)c1	?	-13
39	COc1ccc(-c2cc3n(n2)C(C(=O)Nc2ccccc2F)CC(=O)N3)cc1OC (configuration not stated)	3%	-2
40	CC(=O)Nc1cccc(NC(=O)c2cc3cc(Cl)ccc3nc2C)c1	?	9
41	NS(=O)(=O)c1ccc(NC(=O)CCc2nc3ccccc3c(=O)[nH]2)cc1	23%	6
42	O=C(CSc1ncnc2ccccc12)Nc1ccc(F)c(F)c1F	-1%	-4
43	Cc1ccc(Nc2nc(N)nc(COc3ccccc3C(N)=O)n2)cc1	-3%	-14
44	Cc1cccc(Cn2c(Br)nc3c2c(=O)n(C)c(=O)n3C)c1	-19%	1
45	CCC(CO)NS(=O)(=O)c1cc(-c2nnc3c4ccccc4c(C)nn23)ccc1OC (configuration not stated)	42%[activator]	32
46	O=C(CC1C=CCC1)NCCN1CCCCCC1 (configuration not stated)	-1%	2
47	Fc1ccc(-c2nc3c(Cl)cc(C(F)(F)F)cn3c2Cc2cccc(F)c2)cc1	?	0
48	Cn1cc(C(=O)NC2CCN(Cc3noc(C(C)(C)C)n3)CC2)cn1	8%	0
49	CN(C)c1ccc(C(N)=S)cc1	16µM*	6
50	NC(Cc1ccccc1)c1csc(Nc2nncc3ccccc23)n1 (configuration not stated)	-17%	-3
51	COc1ccccc1NC(=O)Cn1cnc2c(nnn2Cc2ccc(F)cc2)c1=O	-12%	-1
52	Cc1nc2ccc(C(=O)OCC(=O)NC(=O)NC(C)C)cc2nc1C	2%	?
53	COc1ccccc1Cc1c(-c2ccc(F)cc2)nc2cc(C)c(Br)c(C)n12	-12%	-7
54	CC(Oc1ccc(Oc2ccccc2)cc1)C(N)=O (configuration not stated)	-72%	7
55	O=C(NC1CC1)c1cc(-c2ccccn2)nc2cc(F)ccc12	-10%	0
56	CC(C)NC(=O)C1C(c2ccc(C(F)(F)F)cc2)=Nc2ccccc2N1C(=O)c1cccc(C(F)(F)F)c1 (configuration not stated)	-2%	-3
57	COc1ccc(OC)c(NC(=O)Cn2ccc3ccccc32)c1	?	6
58	CC(NC(=O)C1CCN(c2ccc(C#N)cn2)CC1)c1ccccc1F (configuration not stated)	-28%	5
59	CC1(C(=O)NS(=O)(=O)c2ccc(Cl)cc2)CCN1C(=O)Cc1cc(F)ccc1F (configuration not stated)	-5%	-7
60	COC(=O)c1c(C)oc2c1cc(NS(=O)(=O)c1ccc(OC)cc1)c1ccccc12	?	24

# Following part:
no.	compound	ALOX12 inh	LDHA inh
61	O=C(O)CCC(NC(=O)C(c1ccccc1)c1ccccc1)C(=O)O (configuration not stated)	?	14
62	CC(C)(C)c1ccc(C(O)c2ncc(-c3cccc(F)c3)[nH]2)cc1 (configuration not stated)	-5%	-1
63	Cc1ccc(OCC(=O)OCC(=O)c2ccc3c(c2)OCCO3)cc1	1%	3
64	Cn1c(=O)c2c(ncn2CCC(=O)N(Cc2ccc(F)cc2)C2CC2)n(C)c1=O	?	6
65	CC(C)NC(=O)C1(C)CSCC(=O)N1Cc1ccco1 (configuration not stated)	3%	1
66	Cc1cc(C(=O)Cn2c(Cl)nc3c2c(=O)n(C)c(=O)n3C)c(C)n1Cc1ccc(F)cc1	?	9
67	COc1ccc(NC(=O)C(C)Sc2ncnc3c2sc2nc4c(cc23)COC(C)(C)C4)cc1 (configuration not stated)	28%	-3
68	CNC(=O)COC(=O)c1cc(Cl)ccc1Cl	?	7
69	CCOc1nc2ccccc2nc1N1CCC(C(=O)Nc2ccc(Cl)cc2C)CC1	-51%	-1
70	FC(F)(F)c1cc(Cl)c2nc(-c3ccccc3)c(Cc3ccsc3)n2c1	-48%	-3
71	O=Cc1ccc(-c2ccc(Br)cc2F)o1	-18%	2
72	Cc1ccc(CNC(=O)Cn2c(=O)c3c(ncn3C)n(C)c2=O)cc1F	8%	-21
73	CCOc1ccc(CN(C)Cc2cc(C(C)(C)C)c(O)c(C(C)(C)C)c2)cc1OC	?	30
74	O=C(Nn1cnc2ccccc2c1=O)C1CCCC1	-30%	-4
75	O=S(=O)(Nc1nc2ccccc2nc1Nc1ccccc1)c1ccc(Cl)s1	?	5
76	CC1(C(=O)NS(=O)(=O)c2ccc(F)cc2F)CCN1C(=O)Cc1ccc(-c2ccccc2)cc1 (configuration not stated)	?	-4
77	COC(=O)CNC(=O)CSCc1ccccc1	-16%	5
78	O=C(c1ccc(OCc2cn3ccccc3n2)cc1)N1CCN(C(=O)c2cccs2)CC1	-32%	-7
79	Cc1nc(NCc2ccco2)sc1C(=O)NC1CC1	39%[activator]	0
80	CN(C)C(=O)CCc1c(-c2ccc(F)cc2)[nH]c2ccc(F)cc12	30%	-13
81	CCOc1ccc(NC(=O)COc2ccccc2)c2cccnc12	?	13
82	Cc1ccc(NC(=O)C(C)Sc2ccccc2)c(C)c1 (configuration not stated)	5%	6
83	CC1=C(C)CC(C(=O)Nc2ccc3c(c2)CCC3)C(C(=O)O)C1 (configuration not stated)	9%	14
84	CO[C@H]1CN(C)C(=O)c2ccc(NC(=O)c3ccc4c(c3)OCO4)cc2OC[C@H](C)N(CC2CC2)C[C@@H]1C	-9%	6
85	O=C(NCc1coc(-c2cccs2)n1)c1ccc(C(F)(F)F)cc1	?	2
86	CCCN1CCN(C2=NC(Cc3ccccc3)C(=O)N2c2ccccc2OC)CC1 (configuration not stated)	?	?
87	O=C(Cc1ccc2ccccc2c1)Nc1cccc2ncccc12	-26%	9
88	O=C(Nc1ccccc1)c1nc2ccccc2nc1N1CCOCC1	0%	19
89	COc1ccc(CN2C(=O)CCC2(C)c2nnnn2-c2ccc3c(c2)OCCO3)cc1OC (configuration not stated)	-9%	-1
90	CCC(=O)N1CCC1(C)C(=O)Nc1ccccc1 (configuration not stated)	4%	-10

# Profiles as entered above.
# `CCOc1ccc(NC(=O)COc2ccccc2)c2cccnc12` across the screens: ALOX12 inh = ?; LDHA inh = 13
# `COc1ccc(CN2C(=O)CCC2(C)c2nnnn2-c2ccc3c(c2)OCCO3)cc1OC` (configuration not stated) across the screens: ALOX12 inh = -9%; LDHA inh = -1

# Continued.
no.	compound	ALOX12 inh	LDHA inh
91	O=C(NCC1CC1)C1Cc2c(-c3cccc(F)c3)ccnc2O1 (configuration not stated)	?	-8
92	CC(NC(=O)COc1ccc(Br)cc1)c1nc2ccccc2[nH]1 (configuration not stated)	15%	-3
93	COc1cc(NC(=O)NCc2ccc(F)c(C)c2)cc(OC)c1OC	4%	5
94	CC1Nc2ccccc2NC2=C1C(=O)CC(C)(C)C2 (configuration not stated)	50%[activator]	9
95	Cc1ccc(/C=C(/C#N)C(=O)NC2CCCCC2C)s1 (configuration not stated)	-2%	6
96	COC(=O)c1ccc(OCc2ccc(C#N)cc2F)c(OC)c1	6%	2
97	CCOC(=O)c1sc2nc(C(C)N3CCCCC3)[nH]c(=O)c2c1C (configuration not stated)	4%	1
98	Cc1cc(Br)cn2c(Cc3ccccc3)c(-c3ccc(Cl)cc3)nc12	0%	6
99	O=C(Nc1cccc(Cl)c1)C1CCN(c2cnc3ccccc3n2)CC1	?	9
100	COc1cc(OC)cc(C(=O)OCc2nc(-c3ccc(OC(F)(F)F)cc3)no2)c1	-27%	3
101	CCCc1nc2ccccc2n1C(CCSC)C(=O)NC(C)(C)C (configuration not stated)	3%	3
102	ClC(/C=N/N1CCN(Cc2ccc(Cl)cc2)CC1)=C/c1ccccc1	-27%	1
103	COCC(C)NS(=O)(=O)c1c(C)cc(C)cc1C (configuration not stated)	38%	1
104	N#CCCn1c(SCC(=O)Nc2ccc(-c3ccccc3)cc2)nc2ccccc21	?	-12
105	C=Cc1ccc(CN2C(=O)N(c3ccc(C(C)=O)cc3)S(=O)(=O)c3ccccc32)cc1	-62%	9
106	CCC(c1nc2ccccc2[nH]1)n1c(=O)c(-c2cccs2)nc2ccccc21 (configuration not stated)	?	0
107	CCOc1cc(Br)c(C2C(C#N)=C(N)Oc3cc4c(cc32)OCO4)cc1OCC (configuration not stated)	?	76
108	CCCc1cc2c(CCC)cc(=O)oc2cc1O	-25%	6
109	Cc1oc(-c2ccccc2)nc1CC(=O)Nc1ccc(-c2ccccc2)cc1	-13%	-7
110	COC(=O)CC1C(=O)NCCN1S(=O)(=O)c1cc(Cl)ccc1Cl (configuration not stated)	-11%	2
111	CCCCCCCCNC(=O)/C(C#N)=C\C=C\c1ccccc1	?	3

# Assay outcomes deposited in PubChem BioAssay by National Center for Advancing Translational Sciences (NCATS).
